Screens (PubChem)
PREPL inhibitor – PREPL enzyme inhibitors, primary screen, biochemical, fluorescence polarization; inhibition, % at 5.96 µM; Prolyl endopeptidase-like (Homo sapiens), Q4J6C6; hit rate 0.68% among 320,000; recombinant PREPL, fluorescence polarization activity-based probe; in the data active = inhibition above about 43%;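 also: 0% = enzyme with DMSO and 100% = wells lacking enzyme; many of its hits are not listed in these tables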
LYPLA2 counter – LYPLA2 inhibitors, primary screen, counter-screen for PME1 inhibitor project, biochemical, fluorescence polarization, FP-Rh probe ABPP. recombinant LYPLA2. inhibition, % at 5.9 µM. hit rate 0.38% among 320,000;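 active = inhibition above the screen-wide mean plus 3 SD, limit set per campaign, cut at about 26% in these data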;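 also: 0% = LYPLA2 with DMSO and 100% = wells lacking LYPLA2 enzyme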
PME-1 primary – PME-1 inhibitors via competitive probe labeling, primary screen, biochemical, fluorescence polarization, FP-Rh probe, HTS; recombinant PME-1; inhibition, % at 5.9 µM; hit rate 0.53% among 320,000; AID 2130, 2009;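 active = inhibition above the campaign mean of all compounds plus 3 SD, cut at about 26% in these data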;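 also: competitive labeling of PME-1 active site by serine hydrolase directed probe; 0% = PME-1 with DMSO and 100% = wells lacking PME-1 enzyme; inhibitors block probe labeling so polarization falls and inhibition rises; many of its hits are not listed in these tables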
Target sequence (Q9Y570 whole entry, looked up): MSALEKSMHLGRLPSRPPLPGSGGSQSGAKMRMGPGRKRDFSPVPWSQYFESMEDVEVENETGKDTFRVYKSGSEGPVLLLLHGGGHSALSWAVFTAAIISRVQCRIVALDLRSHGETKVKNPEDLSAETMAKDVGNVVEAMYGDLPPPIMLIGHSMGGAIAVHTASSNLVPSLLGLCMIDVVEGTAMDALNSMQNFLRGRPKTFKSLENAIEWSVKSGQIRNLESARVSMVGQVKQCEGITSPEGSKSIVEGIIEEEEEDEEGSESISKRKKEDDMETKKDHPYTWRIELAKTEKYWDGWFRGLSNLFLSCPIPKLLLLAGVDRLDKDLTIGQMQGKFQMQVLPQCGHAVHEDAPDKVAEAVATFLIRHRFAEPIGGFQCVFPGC
PAD4 FP inh – human PAD4 inhibitors, primary screen, biochemical, fluorescence polarization, 1536-well format | Protein-arginine deiminase type-4 (Homo sapiens), Q9UM07 | recombinant PAD4, RCA probe fluorescence polarization | inhibition, % at 6.36 µM | hit rate 0.41% among 330,000;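 active = percent inhibition above a cutoff equal to the mean of all tested compounds plus 3 SD, cut at about 15% in these data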;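 also: 0% = PAD4 with RCA probe and DMSO and 100% = probe without PAD4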
LYPLA1 inh – LYPLA1 inhibitors, primary screen, counter-screen for PME1 inhibitor project, biochemical, fluorescence polarization, FP-Rh probe ABPP | recombinant LYPLA1 | hit rate 0.16% among 320,000 | inhibition, % at 5.9 µM | AID 2174, 2009;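 active = inhibition above the mean of all tested compounds plus 3 SD, set per campaign, cut at about 14% in these data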;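 also: inhibitors block serine hydrolase probe labeling of LYPLA1 so polarization falls; 0% = enzyme with DMSO and 100% = wells lacking LYPLA1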
pPAFAH inh – pPAFAH enzyme inhibitors, primary screen, biochemical, fluorescence polarization, human. Platelet-activating factor acetylhydrolase (Homo sapiens), Q13093. recombinant pPAFAH, FP-rhodamine probe fluorescence polarization. inhibition, % at 3.39 µM. hit rate 1.5% among 330,000. AID 463082, 2010;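 active = inhibition above the mean inhibition across the screen plus 3 SD, cut at about 25% in these data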;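 also: inhibitors block binding of the rhodamine activity-based probe so polarization drops; 0% = enzyme with DMSO and 100% = wells lacking pPAFAH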
PAFAH1B2 inh – PAFAH1B2 enzyme inhibitors, primary screen, biochemical, fluorescence polarization, human; recombinant PAFAH1B2, FP-rhodamine activity probe; inhibition, % at 3.39 µM; hit rate 1.2% among 340,000;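 active = inhibition above the mean of all tested compounds plus 3 SD, cut at about 24% in these data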;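 also: 0% = enzyme with DMSO and 100% = wells lacking PAFAH1B2; many of its hits are not listed in these tables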
Target sequence (P68402 whole entry, looked up): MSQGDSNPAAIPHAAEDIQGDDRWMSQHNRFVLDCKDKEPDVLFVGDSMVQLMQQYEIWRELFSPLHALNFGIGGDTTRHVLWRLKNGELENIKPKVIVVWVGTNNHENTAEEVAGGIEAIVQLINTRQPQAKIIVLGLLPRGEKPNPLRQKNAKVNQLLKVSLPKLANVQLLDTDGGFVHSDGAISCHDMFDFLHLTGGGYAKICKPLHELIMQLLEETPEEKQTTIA
PAFAH1B3 inh – PAFAH1B3 enzyme inhibitors, primary screen, biochemical, fluorescence polarization, human; Platelet-activating factor acetylhydrolase IB subunit alpha1 (Homo sapiens), Q15102; recombinant PAFAH1B3, FP-rhodamine probe; inhibition, % at 3.39 µM; hit rate 0.28% among 340,000; AID 492972, 2010;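 active = inhibition above the screen-wide average of all tested compounds plus 3 SD, cut at about 25% in these data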;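 also: 0% = enzyme with DMSO only and 100% = wells lacking PAFAH1B3 protein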
Target sequence (Q15102 whole entry, looked up): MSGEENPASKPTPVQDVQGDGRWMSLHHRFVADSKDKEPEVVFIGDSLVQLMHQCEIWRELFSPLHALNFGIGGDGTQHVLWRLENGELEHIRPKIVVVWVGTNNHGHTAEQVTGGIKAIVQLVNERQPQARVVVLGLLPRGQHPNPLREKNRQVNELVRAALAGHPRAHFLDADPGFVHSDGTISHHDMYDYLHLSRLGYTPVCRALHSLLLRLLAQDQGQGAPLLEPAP
GSTO1 inh – inhibitors of recombinant GSTO1, primary screen, counter-screen for RBBP9 inhibitor project, biochemical, fluorescence polarization; Glutathione S-transferase omega-1 (Homo sapiens), P78417; hit rate 1.1% among 300,000; activity-based probe fluorescence polarization; inhibition, % at 5.96 µM;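 active = inhibition above the campaign mean inhibition plus 3 SD, cut at about 35% in these data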;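 also: 0% = GSTO1-1 with DMSO and 100% = wells lacking GSTO1-1 enzyme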
Target sequence (P78417 whole entry, looked up): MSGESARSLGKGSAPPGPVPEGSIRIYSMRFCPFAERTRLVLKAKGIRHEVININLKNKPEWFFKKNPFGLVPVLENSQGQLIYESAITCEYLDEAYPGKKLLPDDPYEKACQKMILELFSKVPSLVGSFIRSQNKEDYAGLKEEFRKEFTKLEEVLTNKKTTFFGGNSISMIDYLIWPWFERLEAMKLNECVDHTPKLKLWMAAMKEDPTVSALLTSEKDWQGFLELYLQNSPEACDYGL
Starred values were filed as active, the others as inactive; nt = not tested or not shown; & = joins results of further samples. Some of the compounds tested, so the mix of outcomes need not match the whole.

SMILES	PREPL inhibitor	LYPLA2 counter	PME-1 primary	PAD4 FP inh	LYPLA1 inh	pPAFAH inh	PAFAH1B2 inh	PAFAH1B3 inh	GSTO1 inh
Cc1cccc(-c2nnc(SCC#N)n2-c2cccc(Cl)c2)c1	-2	-3	-3	-6	1	1	6	1	-7
Cc1ccc(NC(=O)CCSc2nnc3ccccn23)cc1	-65	-3	0	6	1	0	1	2	6
Cn1ccnc1C1CCCCN1Cc1nc(-c2ccc(Cl)cc2)no1 (configuration not stated)	13	-3	-3	1	-2	6	1	7	8
CC(CCN1C(Nc2ccccc2)=NC[C@@H]1Cc1ccccc1)c1ccccc1 (some centres not stated)	8	4	2	-1	4	6	12	7	-4
Cc1cc(C(=O)OC(C)C(=O)N2CCc3ccccc32)ccc1[N+](=O)[O-] (configuration not stated)	12	13	4	1	0	4	2	1	23
CS(=O)(=O)N(CC(=O)Nc1ccccc1C(=O)N1CCCC1)c1ccccc1Br	-3	4	6	1	3	1	4	3	1
Cc1occc1-c1nnc(SCC(=O)NCc2cccs2)n1-c1ccc(F)cc1	23	5	-2	-10	1	-3	15	15	-3
COc1ccc(CC(=O)OC(C)C(=O)NCc2ccc3c(c2)OCO3)cc1OC (configuration not stated)	15	0	-1	-6	5	4	0	-1	-6
CCN(CC)S(=O)(=O)c1ccc(C(=O)NCCN(C)C)cc1	-5	11	-3	2	7	-1	2	7	8
COc1ccc(C(C)=O)cc1COc1ccc(F)cc1	-3	0	4	0	-1	3	6	-2	3
Cc1ccc(N2CC(C(=O)NC3=NCCS3)CC2=O)cc1C (configuration not stated)	9	5	-3	1	3	3	0	-4	4
O=C(CSc1nnc2ccc(-c3cccnc3)nn12)Nc1ccc(F)cc1F	16	7	1	-3	4	1	4	1	-7
CC1CCCN(CCCNC(=O)c2nn(C)c3c2CSc2ccccc2-3)C1 (configuration not stated)	6	-3	2	4	-4	-1	4	-4	-2
CCOc1ccccc1CN1C(=O)c2ccccc2C1C(=O)NCC1CCCO1 (configuration not stated)	-13	6	1	-2	2	-1	6	2	5
Cc1ccc(C(C)C)c2c1C(c1ccc3c(c1)OCO3)CC(=O)O2 (configuration not stated)	nt	nt	nt	1	nt	7	9	7	nt
COc1ccccc1CCc1nnc(N)s1	1	3	-7	-6	-1	-3	-5	10	-4
Cc1ccc(OCCNC(=O)CNC(=O)c2ccc3c(c2)OCO3)cc1	-35	3	7	-2	4	-3	7	4	-6
ClCc1c2ccccc2cc2ccccc12	2	2	-5	-2	2	1	6	3	4
Cc1ccc(S(=O)(=O)NCC(=O)N(CC(=O)NCc2ccco2)Cc2ccccc2)cc1	-4	1	0	-2	-1	2	4	4	1
CCN(CC)c1nc(N)nc(N(c2ccccc2)c2ccccc2)n1	8	2	3	-3	0	0	3	-6	5
CSc1ccc(Cl)c(C(=O)Nc2nccs2)c1	21	8	4	4	3	-2	3	-4	0
O=C(Nc1ccc2c(c1)OCCO2)c1ccc(S(=O)(=O)N2CCCCC2)cc1	7	0	-1	0	-9	-2	1	8	-1
Fc1ccc(OCc2nnc(-c3ccccc3Br)o2)c(Cl)c1	-3	1	3	7	-4	11	4	4	0
CCOC(=O)Cn1nc(/C=C/c2ccc(OC)cc2)ccc1=O	3	-6	-1	-1	-5	4	8	8	5
Nc1nc(-c2ccc(Oc3ccccc3)cc2)cs1	9	11	0	-1	-1	9	4	4	11
CC(C(=O)N1CCN(Cc2ccc3c(c2)OCO3)CC1)n1cc([N+](=O)[O-])cn1 (configuration not stated)	5	7	-1	-3	6	6	2	6	0
CSCC[C@H](NC(=O)C1CCN(S(=O)(=O)c2ccc(C)cc2)CC1)C(=O)NC1CCS(=O)(=O)C1 (some centres not stated)	9	-2	-6	-3	-4	-5	12	0	9
Cc1ccc(CNC(=O)C(CC(C)C)OC(=O)c2ccco2)cc1 (configuration not stated)	-12	-6	-7	-7	1	-7	3	14	-1
O=C(c1cc(-c2ccc(Br)cc2)nc2ccccc12)N1CCC1	-57	-4	-5	-3	-2	3	0	-4	-5
N#Cc1ccc(OCC(=O)OCC(=O)NC2CC2)cc1	6	nt	nt	-6	nt	9	4	4	nt

Three of these compounds in another layout.
Fields: PREPL inhibitor | LYPLA2 counter | PME-1 primary | PAD4 FP inh | LYPLA1 inh | pPAFAH inh | PAFAH1B2 inh | PAFAH1B3 inh | GSTO1 inh
O=C(Nc1ccc2c(c1)OCCO2)c1ccc(S(=O)(=O)N2CCCCC2)cc1
    7 | 0 | -1 | 0 | -9 | -2 | 1 | 8 | -1
Fc1ccc(OCc2nnc(-c3ccccc3Br)o2)c(Cl)c1
    -3 | 1 | 3 | 7 | -4 | 11 | 4 | 4 | 0
CCOC(=O)Cn1nc(/C=C/c2ccc(OC)cc2)ccc1=O
    3 | -6 | -1 | -1 | -5 | 4 | 8 | 8 | 5

Next part:
SMILES	PREPL inhibitor	LYPLA2 counter	PME-1 primary	PAD4 FP inh	LYPLA1 inh	pPAFAH inh	PAFAH1B2 inh	PAFAH1B3 inh	GSTO1 inh
CCC(C)C(NC(=O)C(C)NC(=O)CNC(=O)CNC(=O)OCc1ccccc1)C(=O)OC (configuration not stated)	11	1	-2	4	0	1	5	3	0
Cc1cccc(NC(=O)CC2c3ccccc3Oc3ccccc32)c1	7	-11	-1	-4	-7	4	-4	5	8
COc1ccc(N2CCN(CC(=O)NC(=O)NCc3ccco3)CC2)cc1	5	-7	-1	1	1	3	0	1	2
Cc1noc(C)c1C(=O)OCC(=O)Nc1ccccc1SCC#N	-1	4	2	-1	-2	-4	5	4	nt
NC(=O)c1[nH]cnc1N	17&7	2&3	-4&4	-3&3	0&6	-3&-3	-2&0	-1&12	8&-2
C=CCn1c(-c2cccc(OC)c2)nc2nc3ccccc3nc21	5	-4	2	1	-7	3	5	5	-3
Cc1ccc(-c2cn(-c3ccccc3)c(SCC(=O)NC3CCS(=O)(=O)C3)n2)cc1C (configuration not stated)	12	-2	2	-8	2	15	7	4	-6
COC(=O)c1ccc2c(c1)NC(=O)C(N1CCCCC1)S2 (configuration not stated)	4	1	-3	-3	-1	1	1	-5	-5
OC(COc1ccc(CNCCc2ccccc2F)cc1)CN1CCCCC1 (configuration not stated)	23	0	-2	2	3	-4	1	-1	3
CCN=C1SC(CC(N)=O)C(=O)N1CC (configuration not stated)	2	1	1	-2	-1	5	0	8	-1
N#Cc1ccccc1S(=O)(=O)N1CCN(C(=O)C2CC(=O)N(c3ccc4c(c3)OCCO4)C2)CC1 (configuration not stated)	9	nt	nt	-2	nt	4	2	-5	nt
CCOC(=O)c1c(O)cc(OC)cc1CCc1ccccc1	nt	nt	nt	1	nt	11	2	3	nt
CCc1cc2ccccc2nc1Cl	5	0	-1	1	3	3	2	3	0
CC1CCC/C(=C\c2ccc(O)cc2)C1=O (configuration not stated)	3	1	-5	4	-2	13	3	5	-1
Cc1occc1-c1nnc(SCC(=O)Nc2ccc3c(c2)OCO3)n1CC1CCCO1 (configuration not stated)	22	-4	2	-3	-1	8	4	3	-7
CN1CCC(=NNC(=O)COc2ccc(Cl)cc2)CC1	3	-10	1	-4	2	-8	-1	2	8
COc1ccc(NC(=S)N/N=C2/CCCc3c(C)cc(C)cc32)cc1	2	-5	-3	-1	-2	-3	-2	1	4
O=C(c1ccco1)N1CCN(C(c2cccs2)c2nnnn2C2CCCC2)CC1 (configuration not stated)	15	2	-11	6	-1	-2	7	7	-4
O=C(N/N=C/c1ccncc1)c1ccc(-n2cccc2)cc1	3	-16	-12	0	-13	7	0	7	-5
COc1ccc(/C=C/C(=O)NC(=S)N2CCCCC2)cc1OC	-3	1	-3	-4	-1	-2	3	11	1
O=C(OC(C(=O)NC1CCCCC1)c1ccccc1)c1ccco1 (configuration not stated)	-1	0	-3	-5	-2	-4	4	-1	-5
O=C(CCCOc1ccccc1)N1CCN(c2ccccc2)CC1	-12	3	-1	-6	-1	6	3	-1	3
O=C(O)c1ccccc1N=Nc1c(O)[nH]c2ccc([N+](=O)[O-])cc12	5	-2	7	0	5	21	9	18	-4
O=S(=O)(NCc1ccccc1)c1ccc(F)cc1Br	-24	-3	6	1	0	4	9	10	2
Cc1noc(C)c1COc1cccc(C(=O)NCc2ccccc2Cl)c1	16	2	-4	-5	-3	-8	5	6	13
CCOc1ccc(NC(=O)COC(=O)CN2CCCCCC2=O)cc1	3	nt	nt	2	nt	0	7	6	nt
COc1ccc(CN2CCC(Oc3ccc(C(=O)NCc4ccccn4)cc3)CC2)c(F)c1	-6	2	1	-3	-1	3	-4	-2	4
C=CC1C(N2CCOCC2)C(C)(C)S1(=O)=O (configuration not stated)	5	6	5	0	2	-1	-3	9	6
CC(C)[C@H](N)c1nnc(SC/C=C/c2ccccc2)o1	18	0	5	-2	4	2	3	-2	1
COc1ccc(NC(=O)CNc2cc(C)ccc2C)cc1S(=O)(=O)N1CCOCC1	4	-2	0	1	-3	2	0	5	nt
COc1cc2c(cc1OC)C(C(=O)N1CCN(c3ccccn3)CC1)C(c1cccs1)N(C)C2=O (configuration not stated)	-18	-3	-6	2	2	-1	-1	0	3
Cc1cccc(NC(=O)CSc2nc3ccccc3nc2N2CCCC2)c1	9	-15	-1	-2	-10	18	-3	0	-2
O=[N+]([O-])c1cc([N+](=O)[O-])c2nonc2c1Nc1ccc(O)cc1	19	14	12	55*	5	22	3	13	65*
Cc1ccc(S(=O)(=O)N2CCC(=O)N(C(COC(=O)Nc3ccccc3)Cc3ccccc3)CC2)cc1 (configuration not stated)	2	-7	-7	5	-6	7	35*	6	-9
CN(C)C(=O)c1cc(C(=O)c2ccc(F)cc2C(F)(F)F)c[nH]1	11	-1	5	-5	5	30*	5	6	-1
Cn1cc(-c2nnnn2-c2ccc(Cl)cc2)c(=O)c2ccccc21	1	-1	1	-2	3	2	0	-1	-3
Cc1ccc(C(=O)NN(CCC#N)C2=NS(=O)(=O)c3ccccc32)cc1	0	3	-3	2	0	-1	5	6	-2
Cc1cc(S(=O)(=O)NCC2CC2)c(Cl)cc1Cl	-3	0	1	-4	2	7	3	8	-3
CC(=O)NC1(c2ccccc2)CCN(CC(=O)N2CCC(C)CC2)CC1	11	3	-1	1	1	1	0	7	0
N#Cc1nc(COc2ccc(F)cc2)oc1N1CCCC1	8	7	-3	1	1	6	7	6	-5
COC(=O)c1cn(NC(=O)c2ccc(OC)c(OC)c2)c(=O)c2ccccc12	-1	18	6	1	4	1	0	9	6
Cc1nc2sccn2c(=O)c1S(=O)(=O)NCC1CCN(Cc2ccccc2Cl)CC1	11	-2	3	0	-3	4	4	0	-3
CC1CC(=O)N(C)c2ccc([N+](=O)[O-])cc2N1 (configuration not stated)	-1	1	-1	1	1	1	3	7	0
Nc1nc(Nc2ccccc2F)nc(NCc2ccccc2)c1[N+](=O)[O-]	0	-10	-6	-1	-5	-1	0	4	0
CC(C)(C)CC(=O)Nc1nnc(SCC(=O)NC2CCCC2)s1	-6	0	-8	-2	-2	-8	3	-3	6
CCOc1ccc(C(=O)Nc2cc(=O)n(C)c(=O)n2C)cc1	-2	-4	-5	-1	-1	-16	4	4	-6
